LDHA inh: qHTS assay for inhibitors of human lactate dehydrogenase. L-lactate dehydrogenase A chain (Homo sapiens), P00338. purified LDHA, NADH/diaphorase-resazurin fluorescence; stronger effect = lower value. activity change, % (values are at about 110 or 230 µM). 480,000 compounds, 0.15% hits; in the data active = activity change below about -30%; inconclusive = mostly about -25% to -30%;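 note: plate controls were DMSO wells for no effect and wells without enzyme for full effect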
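Human LDH5 at 2 nM final in Tris HCl pH 7.4 with 0.06 mM NADH and 0.2 mM pyruvate, reacted 5 minutes at room temperature. Remaining NADH coupled via diaphorase/resazurin; resorufin fluorescence read at 0 and 20 minutes, normalized to enzyme-free and DMSO wells.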
RGS4 inhibitor: Inhibitors of Regulator of G Protein Signaling (RGS) 4: qHTS; Regulator of G-protein signaling 4 (Homo sapiens), P49798; Transcreener GDP fluorescence polarization, RGS4-accelerated GTP hydrolysis; Potency, µM (top dose mostly 114 µM), without a hit: at the highest dose activity change, negative = inhibition, actives largely listed as inhibitors; 390,000 compounds, 0.039% hits; AID 504845, 2011; note: potency is the fitted concentration of half-maximal effect; % is set by controls: 0 for no effect and ±100 for the full control effect; nearly all actives have a fitted effect of over 75% in size; some results filed as inactive show a strong effect at the top dose
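MLSMR compounds (23 nl, pin-transferred) preincubated 10 min at room temperature with a 500nM (2x) first reagent, then RGS4 at 900nM (2x) plus Transcreener GDP mix added; fluorescence polarization (620/688 nm) read before and after 90 min at 30 °C.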
Pol eta inh: qHTS for Inhibitors of Polymerase Eta | DNA polymerase eta (Homo sapiens), Q9Y253 | recombinant Pol eta, fluorescent DNA replication assay | Potency, µM (doses to about 114 µM), without a hit: at the highest dose activity change, negative = inhibition, most hits filed as inhibitors | 390,000 compounds, 1.2% hits | AID 588591, 2011; note: potency is the fitted concentration of half-maximal effect; % is set by controls: 0 for no effect and ±100 for the full control effect
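Pol eta (10 nM) was preincubated with compounds for 15 min at room temperature, after which fluorescent replication substrate (50 nM final) was added to start the reaction. Fluorescence was read kinetically at 0 and 10 min.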
Pol kappa inh: qHTS for Inhibitors of Polymerase Kappa; DNA polymerase kappa (Homo sapiens), Q9UBT6; purified Pol kappa, fluorescent DNA synthesis assay, 10 min; Potency, µM (series often up to 107 µM), for the others: at the highest dose activity, negative = inhibition, usual class: inhibitors; 400,000 compounds, 0.53% hits; AID 588579, 2011; note: potency is the fitted concentration of half-maximal effect; % is set by controls: 0 for no effect and ±100 for the full control effect
Target sequence (Q9UBT6 whole entry, looked up): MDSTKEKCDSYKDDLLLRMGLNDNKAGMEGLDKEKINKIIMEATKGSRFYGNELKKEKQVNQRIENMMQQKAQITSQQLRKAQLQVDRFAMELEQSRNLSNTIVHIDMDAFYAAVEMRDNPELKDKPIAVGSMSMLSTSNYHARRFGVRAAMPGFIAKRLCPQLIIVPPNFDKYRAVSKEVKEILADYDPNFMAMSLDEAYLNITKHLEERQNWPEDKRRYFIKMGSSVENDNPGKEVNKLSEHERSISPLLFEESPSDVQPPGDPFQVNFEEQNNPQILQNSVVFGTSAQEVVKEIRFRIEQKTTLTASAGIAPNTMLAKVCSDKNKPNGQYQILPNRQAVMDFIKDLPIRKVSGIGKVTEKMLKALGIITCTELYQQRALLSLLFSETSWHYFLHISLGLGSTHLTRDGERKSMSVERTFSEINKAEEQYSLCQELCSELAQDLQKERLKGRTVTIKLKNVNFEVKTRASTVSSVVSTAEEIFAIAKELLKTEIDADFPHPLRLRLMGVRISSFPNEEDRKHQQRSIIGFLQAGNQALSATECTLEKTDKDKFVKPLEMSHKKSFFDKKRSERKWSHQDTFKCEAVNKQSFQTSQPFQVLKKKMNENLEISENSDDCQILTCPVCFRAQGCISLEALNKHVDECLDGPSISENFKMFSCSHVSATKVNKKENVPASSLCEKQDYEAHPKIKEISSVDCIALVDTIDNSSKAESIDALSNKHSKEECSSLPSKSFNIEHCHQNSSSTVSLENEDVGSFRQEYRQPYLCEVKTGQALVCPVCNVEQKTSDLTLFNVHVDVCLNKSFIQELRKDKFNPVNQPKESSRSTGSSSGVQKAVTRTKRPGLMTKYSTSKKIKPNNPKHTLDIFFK
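Kinetic fluorescence readout at 0 and 10 min followed reaction start with substrate at 50 nM final. Beforehand, enzyme (10 nM Pol kappa) stood 15 min with compound at room temperature; buffer-only wells were negative controls.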
ERG Ets-DNA blk: qHTS for Small Molecule Inhibitors of the ERG Ets/DNA interaction; Potency, µM (doses to about 76.9 µM), without a hit: at the highest dose FP activity, negative = inhibition, actives largely listed as inhibitors; AID 624246, 2012; Transcriptional regulator ERG (Homo sapiens), P11308; fluorescence polarization, His-ERG Ets domain / labelled DNA; 370,000 compounds, 0.028% hits; active = well fitted inhibition curve with a large enough effect in the polarisation, with a control signal flat; inconclusive = small, poorly fitted or top-dose-only effect, or effect the other way, or a change in a side signal; inactive = no such curve, though single readings can be large or run the other way; the % refers to the polarisation;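 note: polarization taken with two DNA probes labelled with fluorescein and Texas red; potency is the fitted concentration of half-maximal effect; % of control where 0% means no effect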
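His-tagged ERG Ets domain (1 uM in the protein solution; 300mM KCl, 50mM Tris-HCl, 1mM EDTA, 1mM DTT, pH 7.5) received compound, then a probe mix of 5 nM fluorescein-DNA and 100nM Texas-615-DNA. Fluorescence polarization was read for both dyes.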
Anesthetic bind: qHTS Assay for Identification of Novel General Anesthetics; Ferritin light chain (Equus caballus), P02791; apoferritin/1-aminoanthracene competitive binding, fluorescence; Potency, µM (highest dose often 77.5 µM), for the others: at the top dose activity change, negative = displacement, usual class: inhibitors; 350,000 compounds, 0.074% hits; AID 485281, 2010; note: potency is the fitted concentration of half-maximal effect; % is set by controls: 0 for no effect and ±100 for the full control effect; nearly all actives have a fitted effect of over 20% in size
Target sequence (P02791 2-175 limits assumed): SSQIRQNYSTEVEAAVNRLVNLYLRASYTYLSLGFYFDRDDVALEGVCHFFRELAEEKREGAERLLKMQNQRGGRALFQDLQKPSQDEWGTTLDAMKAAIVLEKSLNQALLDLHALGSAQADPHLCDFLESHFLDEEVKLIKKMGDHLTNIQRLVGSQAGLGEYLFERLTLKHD
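Concentration-response curves derived by four-parameter Hill fitting of normalized fluorescence, where compounds displaced 1-AMA from 10 uM horse apoferritin following a brief 10 min room-temperature incubation; propofol titration acted as positive control.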
ALOX12 inh: Primary qHTS assay for inhibitors of human arachidonate 12S-lipoxygenase (ALOX12): Round 2; Polyunsaturated fatty acid lipoxygenase ALOX12 (Homo sapiens), P18054; purified 12hLO, xylenol orange hydroperoxide absorbance; Potency, µM (titrated, usually from 108 µM), for inactives: at the top dose activity change, negative = inhibition, usual class: inhibitors; 580,000 compounds, 1.1% hits; AID 1671190, 2021; note: potency is the fitted concentration of half-maximal effect; % is set by controls: 0 for no effect and ±100 for the full control effect
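Purified human 12hLO at 150 nM in 25 mM Hepes, 0.01% Triton X-100, pH 7.0, preincubated 15 min at room temperature with compound. Reaction started with 40 uM arachidonic acid, 30 min at room temperature. Hydroperoxide measured by Fe-xylenol orange, 573/405 nm absorbance ratio.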
APE1 inh: qHTS Assay for Inhibitors of the Human Apurinic/apyrimidinic Endonuclease 1 (APE1); AID 2517, 2012; recombinant APE1, TAMRA/BHQ-2 abasic DNA cleavage fluorescence; Potency, µM (doses to about 65.8 µM), for the others: at the highest dose activity change, negative = inhibition, actives largely listed as inhibitors; DNA repair nuclease/redox regulator APEX1 (Homo sapiens), P27695; 350,000 compounds, 0.35% hits;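 note: potency is the fitted concentration of half-maximal effect; plate controls were vehicle for no effect and reference inhibitor for full effect; nearly all actives have a fitted effect of over 55% in size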
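APE1 at 0.75 nM preincubated 15 min at room temperature with compound. Reaction then started with 50 nM double-stranded THF-abasic substrate labelled with TAMRA/BHQ-2, and 525/598 nm fluorescence read kinetically. Activity taken as third-minus-first read difference, normalized to DMSO and NSC13755 controls.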
Pol beta inh: qHTS Assay for Inhibitors of DNA Polymerase Beta; P06746; Pol beta primer extension/strand displacement, fluorescence kinetic; Potency, µM (top dose mostly 114 µM), without a hit: at the highest dose activity change, negative = inhibition, usual class: inhibitors; 340,000 compounds, 1.3% hits; AID 485314, 2010; note: potency is the fitted concentration of half-maximal effect; % is set by controls: 0 for no effect and ±100 for the full control effect
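10 nM enzyme + cpd, 15 min RT; start with substrate 50 nM final; read 0 min and after 10 min RT. Corrected, normalized data; 4-parameter Hill curve fit.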
Starred values were filed as active, the others as inactive; i = inactive; ? = inconclusive; nt = not tested or not shown; & = joins results of further samples; [ ] = dose if it differs, or a comment. Unless noted, calls come from the whole dose curve; as a rule, active = well fitted curve in the direction sought with a large enough effect; inconclusive = small, poorly fitted or top-dose-only effect, or another doubt; inactive = no such curve, though single readings can be large; an effect the other way counts as inactive or inconclusive. The list is partial; rates above refer to the full screens.

entry | SMILES | LDHA inh | RGS4 inhibitor | Pol eta inh | Pol kappa inh | ERG Ets-DNA blk | Anesthetic bind | ALOX12 inh | APE1 inh | Pol beta inh
1 | COc1cc(NS(=O)(=O)c2cc3c(cc2C)N(C)CCO3)cc(OC)c1OC | 4 | 2% | 3% | 4% | -5% | -6% | -13% | nt | 11%
2 | N#Cc1nc(Cc2ccccc2)oc1N1CCC(Cc2ccccc2)CC1 | -6&-2 | -4% | -13% | -10% | 5% | 7% | i | -9% | 0%
3 | COc1ccc(NC(=O)c2ccco2)c(NC(=O)c2ccc([N+](=O)[O-])cc2)c1 | -1 | -9% | -4% | -4% | -5% | -1% | nt | 7% | 4%
4 | Cc1cc(C)n(CCNC(=O)C2CCC(=O)N(Cc3ccc(Cl)cc3)C2)n1 (centres undefined) | 2 | -12% | -4% | 1% | -5% | -10% | -5% | 29% | 9%
5 | O=C(N/N=C\c1ccc[nH]1)c1cncc(Br)c1 | 0 | -1% | 2% | -12% | -5% | -5% | 5% | 0% | -13%
6 | COc1ccccc1NS(=O)(=O)c1cccc(C(=O)N2CCCC2)c1 | -9 | -4% | 4% | 6% | 18% | nt | -16% | 9% | nt
7 | COc1cccc2c1SCc1ccccc1C2CC(N)=O (centres undefined) | -11 | -6% | 13% | 4% | 5% | nt | 0% | nt | nt
8 | CCOC(=O)Cc1nnc(NC(=O)C(CC)Sc2nc(C)cc(C)n2)s1 (centres undefined) | -2 | -6% | -14% | 12% | 1% | -6% | -8% | -2% | 26%
9 | CCOc1ccccc1C(=O)Nc1cc(OC)ccc1OC | -3 | -20% | -14% | -13% | 9% | -5% | 25% | -12% | 18%
10 | COc1ccc(CNc2ccncc2)c(OC)c1OC | -2 | -16% | -7% | -24% | -4% | nt | 0% | nt | nt
11 | CCc1c(C)sc(NC(=O)CSc2nc3c(c(C(F)(F)F)n2)CCc2ccccc2-3)c1C#N | -14 | -2% | -7% | -6% | -2% | -3% | ? | 6% | 8%
12 | O=C(c1ccco1)N1CCN(C2CC(=O)N(c3ccc(C(F)(F)F)cc3)C2=O)CC1 (centres undefined) | 0 | 36% | -6% | -11% | -5% | -12% | 338%[activator] | -3% | -2%
13 | C=CCN(CC=C)CCOc1cccc2ccccc12 | -12 | 0% | -11% | -6% | -2% | -11% | -33% | 2% | -23%
14 | CC(C)N(CCCNC(=O)c1ccc(N2CCCC2=O)cc1)Cc1ccccc1 | -9 | 14% | 3% | -1% | -12% | -12% | 0% | -2% | -17%
15 | CCn1c(C)nc2cc(C(=O)NNS(=O)(=O)c3ccc(C)cc3C)ccc21 | -11 | 10% | -9% | -9% | -1% | -16% | -29% | 0% | -1%
16 | COc1ccccc1NC(=O)N1CCCC(c2nc3c(nnn3Cc3ccc(C)cc3)c(=O)[nH]2)C1 (centres undefined) | -3 | -10% | -22% | 5% | -2% | ? | 0% | 6% | -3%
17 | Cc1ccc(CNCC2CCCO2)s1 (centres undefined) | -9 | 12% | -1% | -18% | -4% | -7% | -23% | 1% | 2%
18 | CC(=O)N1CCN(c2ccc(NC(=O)c3ccc(C)c([N+](=O)[O-])c3)cc2)CC1 | 4 | 6% | -2% | -13% | -4% | -6% | -12% | -2% | 17%
19 | Cc1ccc(C(=O)NCC(=O)OCC(=O)NCC(F)(F)F)cc1 | -8 | -13% | -2% | -4% | 4% | -6% | 0% | -3% | -8%
20 | Cn1c(SCC(=O)NCc2ccc3c(c2)OCO3)nnc1-c1cc2ccccc2cc1O | 0 | -36% | -6% | -11% | -1% | -5% | 1% | 2% | 3%
21 | O=C(Oc1ccc(Br)cc1)C1CC(=O)N(c2ccc(F)cc2)C1 (centres undefined) | -6 | 9% | -4% | -5% | nt | -16% | -12% | -2% | -21%
22 | COc1ccc2[nH]c(C)c(CN3CCCCC3)c(=O)c2c1 | 2 | -6% | 11% | -2% | nt | -8% | -18% | -1% | -6%
23 | CCCN(CCC)CC(=O)N1CC(=O)Nc2ccccc21 | -2 | 7% | 2% | 5% | -4% | -1% | 4% | -5% | 2%
24 | CCOc1ccc(CC(=O)Nc2c(C(N)=O)oc3ccc(Br)cc23)cc1OCC | -14 | 4% | -14% | -6% | 2% | -1% | 7%[57.4 µM] | 1% | 14%
25 | Cc1nn(Cc2ccc(C(=O)NN)o2)c(C)c1Cl | 2 | 20% | -6% | -6% | 5% | 5% | 0% | -3% | 4%
26 | Cc1ccc(CCNC(=O)CCn2nc(-c3ccc(C)cc3)ccc2=O)cc1 | -5 | -17% | -18% | -3%[60.1 µM] | 1% | 4% | -16% | nt | 0%
27 | Cc1sc(NC(=S)NC(=O)C2CCCCC2)c(C(N)=O)c1C | -2 | -27% | 0% | 8% | 16% | -13% | ? | -4% | 3%
28 | Nc1nnc(Cc2ccc(F)cc2)s1 | -2 | -16% | -10% | 1% | 3% | -9% | 0% | 14% | 20%
29 | Cc1nn(C)c(Cl)c1CN1CCN(CC(C)C)C(CCO)C1 (centres undefined) | -4 | 18% | 2% | -13% | 4% | -10% | 0% | 6% | 10%
30 | CCOc1ccc(NS(=O)(=O)c2ccc3[nH]c4c(c3c2)CCCCC4)cc1 | -1 | -22% | -7% | -8% | -1% | 8% | -15% | nt | -10%
31 | O=C1c2ccccc2C(Nc2ccccc2)N1c1ccc(Cl)cn1 (centres undefined) | -1 | -3% | -5% | -10% | 5% | -19% | 35%[activator] | -2% | 1%
32 | Cc1ccc(S(=O)(=O)NCCc2sc3nc(-c4ccccc4)nn3c2C)cc1C | -2 | -2% | -1% | -5%[60.1 µM] | 0% | -8% | 9% | nt | 15%
33 | CCN1C(=O)/C(=C\c2ccc(-c3ccc([N+](=O)[O-])cc3OC)o2)SC1=Nc1cccc(C(=O)O)c1 | 6 | ? | 28µM* | -36% | 9% | -14% | ? | ? | ?
34 | Cc1ccc(S(=O)(=O)c2nnn3c2nc(NCc2ccccc2Cl)c2sccc23)cc1 | -2&-2 | 15% | 10% | 2% | -11% | -5% | 53%&2% | nt | 44%
35 | CC(O)CN(C)CC/C=C1/c2ccccc2CSc2ccccc21 (centres undefined) | -8 | -3% | -7% | -5% | -5% | -12% | -9% | 5% | 7%
36 | CCOP(=O)(NC(c1ccccc1)c1nc2ccccc2[nH]c1=O)OCC (centres undefined) | -4 | 16% | -3% | -12% | -16% | 0% | -2% | 20% | 38%
37 | Cc1ccc(NC(=O)CCCn2c(=O)c3cccn3c3cccnc32)cc1C | -9 | -19% | 16% | 1% | -7% | -14% | -14% | nt | -2%
38 | Cc1cccc(NC(=O)CN(C)S(=O)(=O)c2cnc[nH]2)c1 | -1 | 10% | -9% | -1% | -1% | -6% | 0% | -3% | 2%
39 | COC(=O)c1ccccc1NC(=S)N(Cc1ccc2c(c1)OCO2)Cc1cc2cc(OC)ccc2[nH]c1=O | -2 | -39% | -13% | -3% | -12% | -6% | -17% | -1% | -1%
40 | O=[N+]([O-])c1ccccc1/C=N/NC1=NS(=O)(=O)c2ccccc21 | -5 | 5% | -4% | -5% | 2% | -12% | -14% | 2% | 10%
41 | Cc1ccc(NC(=O)C(OC(=O)c2ccccc2Cl)c2ccccc2)cc1Cl (centres undefined) | -6 | -4% | -23% | -4% | 7% | -5% | 7% | ? | 25%
42 | O=C(NCc1ccc(Cl)cc1)C1CCN(c2nnc(N3CCCC3=O)s2)CC1 | -7 | -18% | -5% | -9% | -3% | -1% | 25% | 45%[activator] | -2%
43 | COc1ccc(NC(=O)Nc2ccc3c(c2)C(=O)N([C@H](C)CO)C[C@H](C)[C@@H](CN(C)C(=O)Nc2ccc4c(c2)OCO4)O3)cc1 | 10 | ? | -7% | -20% | 6% | nt | -3% | -5% | nt
44 | COc1cc(C(=O)NCC2CCCO2)ccc1OCc1ccccc1Cl (centres undefined) | -2 | 42% | -6% | -19% | -6% | ? | 5% | 5% | -6%
45 | COC(=O)C1CCN(CC(=O)Nc2ccccc2Sc2ccccc2)CC1 | 2 | 27% | -11% | -9% | -3% | -3% | -1% | ? | 12%
46 | C=CCOc1c(Br)cc(/C=N/n2c(CC)n[nH]c2=S)cc1Br | -7 | -3% | -10% | -10% | 10% | -5% | -24% | 20% | 3%
47 | COc1cccc(S(=O)(=O)NCc2ccc(C(=O)Nc3ccc(C)cc3)cc2)c1 | -1 | -47% | -22% | -21% | -10% | -8% | 20% | -5% | 7%
48 | COc1ccc(N2C(=O)[C@H]3[C@@H](C2=O)C2c4ccccc4C=NN2[C@H]3C(=O)C(C)(C)C)cc1 (some centres undefined) | -8 | 23% | -3% | -13% | -15% | -15% | ? | 22% | 1%
